E-selectin induc: E-selectin induction in HUVECs, primary screen, imaging, HUVEC, immunofluorescence imaging, single point; P16581; activation, % at 7.58 µM; normalized: neutral wells 0, TNF-alpha wells 100; 260,000 tested, 0.37% active;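 active means mean E-selectin-positive cell signal at least 10% of the positive control, reached in at least 60% of replicates, without over 20% cell loss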;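 further: in these data hits start at about 27%; measured in HUVEC primary endothelial cells; signal is the percent of cells scored E-selectin positive by PE staining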
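Test system: HUVEC | Signal: Immunofluorescence imaging | Read-out: Percent E-selectin-positive cells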
RAD52 anneal inh: RAD52 DNA annealing inhibitors, primary screen, biochemical, FRET, single point, set 2; DNA repair protein RAD52 homolog (Homo sapiens), P43351; recombinant RAD52 DNA annealing, FRET fluorescence; inhibition, % at 18.7 µM; 360,000 tested, 0.46% active; AID 651710, 2012;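 active means every replicate showing at least 50% inhibition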
RAD54 branch: inhibitors of human RAD54 branch migration, primary screen, biochemical, fluorescence, single point; DNA repair and recombination protein RAD54-like (Homo sapiens), Q92698; RAD54 Holliday junction branch migration, FAM/BHQ fluorescence; inhibition, % at 10.4 µM; 360,000 tested, 0.14% active;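 active means mean normalized replicate activity at least 40 and at least half of replicates scoring 40 or more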;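 further: 0% = median of neutral control wells and 100% = median of positive control wells; inhibitors cause a drop in the FAM fluorescence signal; in these data hits start at about 50%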
PglD inh: C. jejuni PglD acetyltransferase inhibitors, primary screen, biochemical, DTNB colorimetric, single point; 360,000 tested, 0.098% active; UDP-N-acetylbacillosamine N-acetyltransferase PglD (Campylobacter jejuni); purified PglD enzyme, DTNB colorimetric CoA detection; AID 602405, 2012; inhibition, % at 12.5 µM; in the data active means inhibition above about 16%, passing the limit was not always enough; further: strong numbers were not always called active
ERp5 block: inhibitors of ERp5-driven insulin aggregation, primary screen, biochemical, turbidity, absorbance 650 nm, single point | 90 min | inhibition, % at 9.99 µM | 350,000 tested, 0.05% active | AID 651711, 2012;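 active means mean replicate inhibition above about 25%, with every replicate also reaching it, limit read from the data, passing the limit was not always enough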
Target sequence (Q15084 whole entry, looked up): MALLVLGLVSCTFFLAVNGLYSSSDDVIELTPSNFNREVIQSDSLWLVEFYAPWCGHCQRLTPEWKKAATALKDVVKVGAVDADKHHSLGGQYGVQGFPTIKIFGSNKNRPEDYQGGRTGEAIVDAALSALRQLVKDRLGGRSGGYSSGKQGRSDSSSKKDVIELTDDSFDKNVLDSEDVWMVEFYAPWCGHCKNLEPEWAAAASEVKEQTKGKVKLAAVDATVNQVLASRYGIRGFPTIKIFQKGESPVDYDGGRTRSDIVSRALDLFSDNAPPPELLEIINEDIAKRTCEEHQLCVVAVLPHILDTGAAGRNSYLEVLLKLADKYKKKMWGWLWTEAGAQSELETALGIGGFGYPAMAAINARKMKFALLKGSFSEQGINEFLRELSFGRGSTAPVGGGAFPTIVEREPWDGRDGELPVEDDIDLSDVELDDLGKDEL
ARNT-TACC3 inh: disruptors of ARNT/TACC3 protein interaction, primary screen, biochemical, AlphaScreen, single concentration. inhibition, % at 9.99 µM. Transforming acidic coiled-coil-containing protein 3 (Homo sapiens), Q9Y6A5. AlphaScreen His-ARNT PAS-B/GST-TACC3 binding, luminescence; TACC3 fragment carries E629A point mutation. 390,000 tested, 0.66% active. AID 623870, 2012;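 active means mean inhibition of replicates at least 50% and at least half of replicates each reaching 50%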;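 further: 0% = complete ARNT plus TACC3 wells and 100% = ARNT alone without TACC3; many hits fall short of the cut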
esBAF inh: Bmi1 luciferase reporter increase in mESCs, primary screen, esBAF inhibitor project, mouse ES cells, Bmi1 luciferase knock-in, single point. 24 h; 100% = twice the neutral-well signal. reporter increase, % at 12.5 µM. 350,000 tested, 2% active. AID 602393, 2012; in the data active means activation above about 40%;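 further: 0% = median of the plate's neutral control wells and 100% = double that signal; a rise in the Bmi1 reporter signal indicates esBAF inhibition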
Casp6 inh: human caspase-6 inhibitors, primary screen, biochemical, VEID-R110 fluorescence, single point, set 2; 350,000 tested, 0.53% active; purified caspase-6, Z-VEID-R110 cleavage fluorescence; inhibition, % at 12.5 µM; P55212; AID 686996, 2013;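 active means mean inhibition across replicates at least about 35%, with every replicate also reaching that limit, limit read from the data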;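 further: 0% = median of neutral control wells and 100% = no fluorescence left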
Target sequence (P55212 24-179 limits assumed): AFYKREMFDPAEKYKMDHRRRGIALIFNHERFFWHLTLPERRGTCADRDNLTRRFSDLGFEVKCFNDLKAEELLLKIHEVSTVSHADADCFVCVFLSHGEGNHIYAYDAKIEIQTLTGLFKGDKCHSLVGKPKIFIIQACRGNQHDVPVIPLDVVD
Target sequence (P55212 194-293 limits assumed): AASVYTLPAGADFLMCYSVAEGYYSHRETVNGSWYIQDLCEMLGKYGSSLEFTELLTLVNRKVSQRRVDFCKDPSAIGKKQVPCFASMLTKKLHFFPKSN
* marks the source's active call; other numbers are inactive results; nt = not tested or not shown; & = joins results of further samples.

SMILES	E-selectin induc	RAD52 anneal inh	RAD54 branch	PglD inh	ERp5 block	ARNT-TACC3 inh	esBAF inh	Casp6 inh
CCCN1CCN(C(=O)Cn2ncc3c([nH]c4ccc(C)cc43)c2=O)CC1	nt	4	6	1	3	32	7	0
NC(=O)NC(=O)COC(=O)c1ccccc1Oc1ccccc1	nt	nt	-11	-4	nt	-1	-6	nt
CCn1c(CNC(=O)C2CCCCC2)cc2cc(C)ccc21	nt	-1	-1	-3	-1	9	-4	0
O=C(CCC(=O)c1ccc(F)cc1)NCc1ccccc1C(F)(F)F	nt	-33	-15	-4	3	-5	7	0
CC(=O)N1CCN(C(=O)c2ccc3c(c2)OCO3)CC1	0.3	-5	nt	nt	-1	-8	nt	1
COC(=O)c1ccc(NC(=O)c2cn(-c3ccccc3)nc2-c2ccncc2)cc1	nt	nt	1	8	nt	-14	4	nt
Cc1ccc(-c2nc(N)nc(N)n2)c(C)c1	nt	-9	-2	1	-4	2	4	-1
COc1ccccc1OCCOCCOc1c(C)cc(C)cc1Br	nt	-24	nt	nt	7	-9	nt	-1
C[C@@H]1CCCCO[C@H](CN(C)S(=O)(=O)c2cn(C)cn2)[C@H](C)CN([C@@H](C)CO)C(=O)c2cc(NS(=O)(=O)c3ccc(F)cc3)ccc2O1	-0.1	-12	-1	-3	3	4	6	1
O=C1NC(Cc2ccccc2)c2nc3ccc(Cl)cc3c(=O)n2-c2cc3ccccc3cc21 (centres undefined)	0.1	-14	-2	-2	-2	nt	10	2
COc1ccc([C@H]2CC(=O)C=C(c3cc4ccccc4s3)C2)cc1OC	-0.2	-15	5	-2	1	6	0	0
COc1ccccc1CCC(=O)OCC(=O)NCc1ccc(OC)c(OC)c1	-2.9	5	5	-1	-2	8	-2	-1
CC(C)c1cn(CC[C@@H]2CC[C@H](NC(=O)c3cccc(F)c3)[C@@H](CO)O2)nn1	0.5	-7	-5	0	3	0	0	1
O=C(NCc1ccco1)c1cccc(NC(=O)c2ccccc2)c1	nt	nt	-7	0	nt	2	-7	nt
COc1cccc(NC(=O)N2C[C@H](O)COC[C@H]3O[C@@H](CC(=O)N(C)C)CC[C@@H]32)c1	-0.1	-3	9	0	-2	-4	-2	-1
CC(C)c1ccc(NC(=O)NCc2ccc3c(c2)OCO3)cc1	nt	-20	-4	1	0	0	nt	0
Cc1ccc(CC(=O)O/N=C(\N)Cc2ccc([N+](=O)[O-])cc2)cc1	nt	-20	nt	nt	0	-17	nt	0
O=c1cc(O)n(-c2ccc(Cl)cc2)c(=S)[nH]1	nt	nt	-4	-3	nt	11	-5	nt
CCOc1ccc(-c2nonc2NC(=O)c2ccco2)cc1OCC	nt	-6	-4	2	2	-6	1	2
CC(=O)Nc1c(C(=O)c2ccccc2)oc2ccccc12	nt	nt	1	-1	nt	-2	-2	nt
CSCc1c(C(=O)Nc2ccccc2N2CCOCC2)oc2ccccc12	nt	-16	-5	-4	-2	-4	-2	1
O=C(NC1CC1)C1=C[C@@H](c2ccc(Br)cc2)C[C@@H](OCCCCO)O1	0.1	-12	0	-1	5	-6	1	-3
COc1ccc(NC(=O)N(C)C[C@H]2OCCCC[C@H](C)Oc3ccc(NC(=O)NC4CCCCC4)cc3C(=O)N([C@@H](C)CO)C[C@@H]2C)cc1	nt	-14	-15	-1	2	3	-3	-1
C[C@@H]1CCCCO[C@H](CN(C)C(=O)Nc2ccc(F)cc2)[C@@H](C)CN([C@H](C)CO)C(=O)c2cc(N(C)C)ccc2O1	0.1&-0.1	-3&14&-15	-19&1&2	1&-1&3	1&3&-1	3&-5	-1&1&0	3&-1&6
COc1ccc(C(=O)N2C[C@@H]3[C@H](c4ccccc42)[C@@H](CO)N3Cc2ccc(Cl)cc2)cc1	0.2	7	-5	-1	1	3	0	4
COc1ccc(-c2nnc(NC(=O)Cc3ccccc3)s2)c(OC)c1	-0.2	-7	2	5	-1	-29	-12	2
COc1cc(/C=C/C(=O)N2CCN(c3ccccn3)CC2)cc(OC)c1OC	-3.5	-2	10	-4	3	13	2	0
O=C(Nc1ccccc1)[C@H]1[C@H](CO)[C@H]2Cn3c(cccc3=O)[C@H]2N1C(=O)C1CCC1	0.0	-17	-3	-2	4	-11	-1	3
COc1cccc(-c2ccc3c(c2)[C@H]2[C@H](CCN2C(=O)c2ccccc2F)[C@@H](CO)N3C)c1	0.0	35	5	-2	4	11	6	nt
Clc1cc(Br)ccc1OCCOCCN1CCOCC1	nt	nt	-6	-4	nt	-4	5	nt
Cc1cccc(C)c1NC(=O)c1cccc(N2C(=O)C3CCC(C)CC3C2=O)c1 (centres undefined)	-0.1	-12	3	4	9	-8	8	1
CC(=O)Nc1cccc(C(=O)Nc2ccc(S(=O)(=O)N3CCCCC3)cc2)c1	nt	-4	-6	-6	-5	3	9	-31
COc1ccccc1N1CCN(C(=O)c2cc3sccc3n2C)CC1	nt	nt	-5	2	nt	6	8	nt
C[C@H]1CN=C(N(C)C)N1CC1CCCCC1	0.1	-6	-5	1	7	-4	8	3
CCc1ccc(N(C(=O)CNC(=O)c2ccco2)C(C(=O)NC2CCCC2)c2cccnc2)cc1 (centres undefined)	0.4	0	nt	nt	4	-1	6	nt
CCS(=O)(=O)Nc1ccc2c(c1)C(=O)N(C)[C@H]1CC[C@H](CC(=O)N3CCCCC3)O[C@H]1CO2	0.2	2	-4	-1	-4	-7	-2	-4
COc1ccccc1N1CCN(CC(=O)c2ccc(F)cc2)CC1	0.1	-10	2	-1	2	3	42*	0
COc1ccc(OCCCN2CCC(C(O)(c3ccccc3)c3ccccc3)CC2)cc1	0.0	9	nt	nt	-1	nt	nt	-4
CN1CCc2c(c3c(n2C)CCN(C)[C@@H]3c2cccnc2)[C@H]1c1cccnc1	nt	-8	nt	nt	0	-9	nt	-26
Cc1ccc(S(=O)(=O)Nc2ccc3c(c2)C(=O)N([C@@H](C)CO)C[C@H](C)[C@H](CN(C)Cc2ccncc2)OCCCC[C@@H](C)O3)cc1	nt	-9	10	3	-1	10	-3	2
NC1=NC(=O)/C(=C\c2cccs2)S1	nt	nt	2	12	nt	17	1	nt
O=C(CSc1ncc(C(F)(F)F)cc1Cl)N1CCNC1=O	nt	-3	-3	1	-1	-4	0	3
C[C@@H]1CN([C@H](C)CO)C(=O)CCCn2nncc2CO[C@@H]1CN(C)S(=O)(=O)c1ccc(Oc2ccccc2)cc1	-0.2&0.0	-15&0&5	-5&0&5	4&1&1	1&-4&-6	18&1	-18&7&-2	1&0&-1
O=C(C[C@H]1C=C[C@@H](NC(=O)Nc2ccc(F)cc2)[C@@H](CO)O1)NCCN1CCCC1	-0.4	-4	1	-2	-4	-2	-1	-1
COCC(=O)Nc1ccc2c(c1)OC[C@H](C)N(C(=O)COC)C[C@H](C)[C@@H](OC)CN(C)C2=O	-0.1	11	nt	nt	3	nt	nt	1
Cc1cncc(NCc2ccc3c(c2)OCO3)n1	0.3	-6	3	2	0	nt	3	-3
FC(F)(F)c1nnc2ccc(-n3ccnc3)nn12	0.1	-23	-5	-2	7	15	-6	-2
COc1ccc(C2C3=C(COC3=O)Oc3cc4c(cc32)OCO4)cc1OC (centres undefined)	0.7	-16	nt	nt	-6	-27	nt	0
CCCC(CCC)C(=O)NCCN1CCOCC1	nt	nt	5	2	nt	-6	-2	nt
CC(C)CCN1CCN(Cc2nc3ccccc3s2)CC1CCO (centres undefined)	0.4	-17	4	-2	0	-3	-3	4
O=C(NCc1ccccc1Cl)C1CCN(S(=O)(=O)N2CCCCCC2)CC1	nt	nt	7	0	nt	-7	-3	nt
O=C(NCCCN=C1NS(=O)(=O)c2ccccc21)c1ccc(F)cc1	nt	-14	-13	-1	2	-2	-3	-1
CC(C)c1nnc(SCC(=O)NCCC2=CCCCC2)n1N	nt	nt	-5	-1	nt	-4	-6	nt
O=C(C[C@H]1CC[C@@H](NC(=O)Cc2ccccn2)[C@@H](CO)O1)NCCc1ccccc1	-0.5	-4	-10	0	nt	-3	0	-3
CCC(=O)c1c[nH]c(C(=O)NCc2cccs2)c1	3.8	-9	-1	-5	1	8	-7	-2
Fc1ccc(-c2ccc(C3[C@@H]4CN(Cc5nccs5)C[C@H]3N4)cc2)cc1 (some centres undefined)	0.0&0.0	34&39	nt	nt	2&-4	nt	nt	3&1
O=C(CCS(=O)(=O)c1ccccc1)Nc1nc2ccc(F)cc2s1	nt	-36	nt	nt	4	-1	nt	0
CCc1cccc(N(CC(=O)NCc2ccc(F)cc2)C(=O)c2csnn2)c1	nt	4	nt	nt	-7	3	nt	-5
CCCn1c(C)cc(C(=O)COc2ccc(C)nc2[N+](=O)[O-])c1C	-0.1	-15	1	2	-3	3	-14	2
CC(C)NC(=O)N(C)C[C@@H]1Oc2cc(C#Cc3cccc(F)c3)ccc2S(=O)(=O)N([C@H](C)CO)C[C@@H]1C	-0.3	13	-11	1	-1	-3	1	0

Sorted by value in PglD inh (highest first): 3 of the compounds above.
canonical_smiles	PglD inh
CCCC(CCC)C(=O)NCCN1CCOCC1	2
CC(C)NC(=O)N(C)C[C@@H]1Oc2cc(C#Cc3cccc(F)c3)ccc2S(=O)(=O)N([C@H](C)CO)C[C@@H]1C	1
CC(C)c1nnc(SCC(=O)NCCC2=CCCCC2)n1N	-1

Some of the entries so far, with two lines to a compound.
Second line of a record: E-selectin induc | RAD52 anneal inh | RAD54 branch | PglD inh | ERp5 block | ARNT-TACC3 inh | esBAF inh | Casp6 inh
C[C@@H]1CN([C@H](C)CO)C(=O)CCCn2nncc2CO[C@@H]1CN(C)S(=O)(=O)c1ccc(Oc2ccccc2)cc1
→ -0.2&0.0 | -15&0&5 | -5&0&5 | 4&1&1 | 1&-4&-6 | 18&1 | -18&7&-2 | 1&0&-1
Cc1cncc(NCc2ccc3c(c2)OCO3)n1
→ 0.3 | -6 | 3 | 2 | 0 | nt | 3 | -3

Other records
SMILES	E-selectin induc	RAD52 anneal inh	RAD54 branch	PglD inh	ERp5 block	ARNT-TACC3 inh	esBAF inh	Casp6 inh
CCCN(C(=O)CCNC(=O)Cn1cnc2ccccc2c1=O)c1cccc(C)c1	nt	-7	-6	-4	-1	-10	-5	1
CC1(C)Cc2c(cnn2-c2ccc(F)cc2)C(NC(=O)c2ccoc2)C1 (centres undefined)	nt	-3	1	-4	-6	nt	4	2
O=C(NC(CC1CCCCC1)C(=O)O)c1ccccc1 (centres undefined)	-0.1	-1	-11	2	-5	-2	4	-3
CC(NC(=O)c1ccc(N(C)C)cc1)C(c1cccs1)N1CCN(C)CC1 (centres undefined)	nt	nt	-3	4	nt	5	43*	nt
COc1cc(F)ccc1-c1cc(C(=O)Nc2ccc(NC(C)=O)cc2)[nH]n1	-0.1	-20	0	0	4	nt	18	0
COc1cc(C(=O)Nc2ccc(OCC(=O)N3CCOCC3)cc2C)cc(OC)c1OC	nt	-13	-4	7	0	-3	-4	3
COc1cc(C#N)ccc1OCC(=O)c1ccc2c(c1)OCCO2	nt	nt	-5	7	nt	-8	10	nt
COc1ccccc1/C=N/NC(=O)COCC(=O)N/N=C/c1ccccc1OC	-0.2	1	-5	3	4	3	-3	4
O=C1c2cccc([N+](=O)[O-])c2C(=O)N1c1cccnc1	nt	4	nt	nt	-7	-8	nt	-3
Cc1ccc(-c2ccc3c(c2)O[C@@H](CN(C)CC2CC2)[C@@H](C)CN([C@@H](C)CO)S3(=O)=O)cc1	0.4	-18	-1	-1	0	6	-3	-1
COc1ccc(S(=O)(=O)N2CCN(C(=O)NC3CCCCC3)CC2)cc1	4.5	-14	nt	nt	0	4	nt	1
COc1ccc(NC(=O)N(C)C[C@H]2Oc3c(NC(=O)c4ccc(-c5nccs5)cc4)cccc3C(=O)N([C@@H](C)CO)C[C@H]2C)cc1	-1.4	-2	-7	-2	-10	2	6	-2

Assay outcomes as filed in PubChem BioAssay.
